High-throughput results deposited in PubChem by Sanford-Burnham Center for Chemical Genomics.
CXCR6 block: blocks human CXCR6 beta-arrestin recruitment; O00574; CHO-K1 PathHunter CXCR6 beta-arrestin, luminescence; inhibition, % at 20 µM; 360,000 compounds, 0.36% hits; AID 602244; in the data active = inhibition above about 34%, passing the limit was not always enough;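 also: antagonist mode with CXCL16 agonist at 10 nM final; 0% = 10 nM CXCL16 with DMSO and 100% = unstimulated wells without agonist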
Target sequence (O00574 whole entry, looked up): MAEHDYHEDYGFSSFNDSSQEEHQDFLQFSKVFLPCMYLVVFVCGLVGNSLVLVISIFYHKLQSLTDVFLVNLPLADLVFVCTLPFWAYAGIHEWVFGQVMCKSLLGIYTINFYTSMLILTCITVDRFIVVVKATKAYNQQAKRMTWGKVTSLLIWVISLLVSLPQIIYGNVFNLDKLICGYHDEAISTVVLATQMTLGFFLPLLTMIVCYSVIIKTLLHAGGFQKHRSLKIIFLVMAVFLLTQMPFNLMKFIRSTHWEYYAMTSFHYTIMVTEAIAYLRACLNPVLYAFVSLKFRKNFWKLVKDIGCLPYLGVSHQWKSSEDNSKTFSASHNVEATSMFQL
tim23-1 inh: growth inhibitors of tim23-1 mutant yeast | 330,000 compounds, 1.3% hits | AID 463212 | inhibition, % at 20 µM | S. cerevisiae tim23-1 growth, BacTiter-Glo luminescence, 24 h;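 active = growth inhibition of the mutant yeast at or above 50%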;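 also: temperature-sensitive mutant grown at 25 °C; plate controls were DMSO-treated mutant yeast for no effect and medium wells lacking yeast for full effect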
EBI2 block: blocks human EBI2 receptor beta-arrestin signaling; P32249; EBI2 beta-arrestin recruitment, luminescence, 7a,25-OHC stimulated; inhibition, % at 5 µM; 360,000 compounds, 0.81% hits; AID 651636; in the data active = inhibition above about 38%;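 also: enzyme fragment complementation signal reports receptor beta-arrestin coupling in cells; 0% = agonist plus DMSO wells and 100% = wells without agonist; some results beyond the cut were filed as inactive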
Target sequence (P32249 whole entry, looked up, the tested form may be a part): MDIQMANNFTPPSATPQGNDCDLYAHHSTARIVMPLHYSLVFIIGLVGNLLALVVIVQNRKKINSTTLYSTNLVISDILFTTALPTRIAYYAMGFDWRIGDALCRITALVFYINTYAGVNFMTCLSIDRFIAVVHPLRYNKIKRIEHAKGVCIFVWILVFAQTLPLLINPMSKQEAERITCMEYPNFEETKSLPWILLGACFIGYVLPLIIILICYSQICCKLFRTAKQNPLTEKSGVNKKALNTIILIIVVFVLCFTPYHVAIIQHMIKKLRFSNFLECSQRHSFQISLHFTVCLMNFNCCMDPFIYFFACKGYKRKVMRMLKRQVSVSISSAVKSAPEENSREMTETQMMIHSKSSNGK
Mdm2-MdmX inh: inhibitors of human Mdm2/MdmX interaction | O15151+Q00987 | SaOS-2 split-luciferase Mdm2/MdmX complementation, luminescence | inhibition, % at 8 µM | 330,000 compounds, 3% hits | AID 485346;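 active = inhibition of at least 50% at 8 µM in the primary screen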
CCR6 antagonist: antagonists of human CCR6 receptor | CHO-K1 CCR6 PathHunter beta-arrestin, luminescence, CCL20-stimulated | P51684 | inhibition, % at 20 µM | 340,000 compounds, 0.49% hits;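 active = compounds whose inhibition of the agonist-driven luminescence signal at 20 µM reaches about 50%, limit read from the data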;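 also: cells stimulated with CCL20 at 14 nM final; plate controls were DMSO with CCL20 for no effect and DMSO without agonist for full effect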
Target sequence (P51684 whole entry, looked up): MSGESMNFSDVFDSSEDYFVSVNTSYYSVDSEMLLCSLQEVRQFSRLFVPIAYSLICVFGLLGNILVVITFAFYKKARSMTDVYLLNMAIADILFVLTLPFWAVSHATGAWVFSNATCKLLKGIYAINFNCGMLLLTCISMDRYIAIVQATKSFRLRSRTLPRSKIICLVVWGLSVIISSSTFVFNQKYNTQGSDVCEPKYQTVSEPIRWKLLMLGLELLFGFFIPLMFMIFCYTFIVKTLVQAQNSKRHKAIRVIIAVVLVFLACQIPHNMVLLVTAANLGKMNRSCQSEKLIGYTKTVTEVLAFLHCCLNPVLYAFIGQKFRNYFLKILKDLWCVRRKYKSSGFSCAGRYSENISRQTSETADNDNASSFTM
CHOP UPR activ: apoptotic UPR (CHOP) activation | CHO-CHOP luciferase reporter, luminescence; percent of tunicamycin response over DMSO baseline | activation, % at 10 µM | 330,000 compounds, 0.34% hits | AID 449763;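 active = at 10 µM dose, activation of 40% or more, normalized to positive control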;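 also: 100% = tunicamycin at 10 µg/mL and 0% = DMSO alone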
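Assay system: CHO-CHOP cells, stable luciferase reporter of PERK-eIF2a-CHOP signalling / Buffer or medium: F12 plus 10% serum / Compound dosing: one dose, 10 µM in 0.5% DMSO / Times: 6 h compound treatment, 37 °C / Technique: luciferase luminescence / Read-out: % reporter activation, DMSO baseline versus tunicamycin full activation / Benchmarks: tunicamycin and DMSO controls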
UPR XBP1 act: adaptive UPR (XBP1) activation. CHO-XBP1 luciferase reporter, IRE1-XBP1 UPR activation, luminescence; percent of tunicamycin response, DMSO as zero. activation, % at 20 µM. 330,000 compounds, 0.33% hits. AID 463104;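 active = versus positive control, 20 µM dose yields 30% or more activation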;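 also: 100% = tunicamycin at 10 µg/mL and 0% = DMSO only wells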
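Material: CHO cell line with stable XBP1 luciferase reporter; schedule: 16-18 h cell attachment at 37 °C, then 6 h compound exposure; signal: glow luminescence from Steady-Glo reagent; medium: serum-containing F12 medium, 10% FBS; benchmarks: tunicamycin 10 µg/mL and vehicle-only wells; read-out: percent activation relative to tunicamycin reference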
APJ agonist: agonists of human APJ apelin receptor. activation, % at 20 µM. AID 2520. CHO-K1 APJ PathHunter beta-arrestin, luminescence; 0% DMSO wells, 100% apelin. P35414. 330,000 compounds, 0.11% hits;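 active = activation more than six SD over the plate average, tested at 20 µM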;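 also: 0% = DMSO alone and 100% = apelin-13 at 10 nM; some results filed as inactive read as strong as hits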
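Test system: CHO-K1 APJ beta-arrestin complementation cell line | Compound: Single test compound dose, 20 µM final, 1% DMSO | Incubation: Compound 90 min 25 °C, reagent 1 h | Measured by: beta-gal luminescence | Read-out basis: APJ–arrestin association signal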
APJ antagonist: APJ receptor antagonism; P35414; CHO-K1 APJ beta-arrestin complementation, luminescence; inhibition, % at 20 µM; 330,000 compounds, 0.32% hits;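 active = inhibition above about 40% at 20 µM, limit read from the data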;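 also: cells challenged with 10 nM apelin-13 agonist together with compound; plate controls were apelin-13 plus DMSO wells for no effect and DMSO wells lacking apelin-13 for full effect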
Active calls of the source: *; . = no result given. Some of the compounds tested; count on the stated rates, not on these rows.

SMILES	CXCR6 block	tim23-1 inh	EBI2 block	Mdm2-MdmX inh	CCR6 antagonist	CHOP UPR activ	UPR XBP1 act	APJ agonist	APJ antagonist
COC(=O)c1ccc(Oc2nc(SC)nc(N(C)C)n2)cc1	-14	3	-7	-16	21	-0.2	-3	3	2
Cc1ccc(Cl)cc1NS(=O)(=O)c1cn(C)nc1C	0	4	-1	9	5	-0.7	-6	3	8
Cc1nsc2nc3c(F)c(F)c(F)c(F)c3cc12	-10	25	36	13	-14	-2.7	-3	4	-33
Cc1oc2c(C)c3oc(=O)c(CCC(=O)NCCCN4CCOCC4)c(C)c3cc2c1C	0	7	-10	-32	2	1.8	1	-3	-61
N#C/C(=C/c1ccccc1)c1nn(CCO)c(N)c1C#N	-7	15	8	17	6	2.2	2	2	1
C[C@@H]1CN([C@H](C)CO)C(=O)Cc2cc(NS(=O)(=O)c3ccc(Cl)cc3)ccc2O[C@H]1CN(C)Cc1ccc(C(F)(F)F)cc1	-14	20	5	90*	-7	28	48*	0	-2
COc1cccc(C2NC(=O)NC(C)=C2C(=O)Nc2cccc(C)c2C)c1 (stereo not given)	2	0	-16	13	1	0.1	-2	2	-8
CN(CCCC1CCCC1)C(=O)CC1C(=O)NCCN1Cc1cccc(F)c1F (stereo not given)	-3	3	9	16	22	-2.2	-4	0	-13
O=[N+]([O-])c1ccc(N=Cc2c(O)ccc3ccccc23)cc1	-5	56*	-3	22	7	1.7	-2	1	10
C=CCNC(=O)C1CC2Cn3c(nc4cc(C)c(C)cc43)C2N1C (stereo not given)	-1	0	-19	2	4	1.4	0	-4	3
N#C/C(=C\c1c(F)cccc1Cl)C(=O)NC1CC1	-9	85*	-21	38	-9	6.5	-4	20	-68
COc1cc(OC)cc(C(=O)N2CCN(C(=O)COc3ccc4ccccc4c3)CC2)c1	0	20	85*	-6	-6	-0.5	0	1	-8
CCN(CC(=O)Nc1cc(Cl)ccc1-n1cncn1)Cc1nc2ccccc2c(=O)[nH]1	-7	10	-3	-36	-13	-1.0	-2	-3	-1
COc1ccc(CN2CCN(Cc3ccco3)CC2)cc1OC	-7	7	-1	16	-2	-0.6	-3	-2	6
Cc1cc(Br)ccc1SCC(=O)OCC(=O)NCc1ccc2c(c1)OCO2	11	9	1	3	-2	-0.3	1	0	7
COc1ccc(Oc2cc(C)c3cccc(C)c3n2)cc1	-3	1	15	-18	16	0.4	3	-1	-2
Cc1ccccc1CC1(CO)CCCN(C(=O)c2ccccc2Cl)C1 (stereo not given)	0	15	-4	-8	-2	-2.6	1	-3	16
C[C@@H](NC(=O)c1nc[nH]c1C(=O)OCc1ccccc1)c1ccccc1	12	14	10	27	21	0.1	-3	-3	10
O=C(NCC1CCCO1)c1ccccc1-c1nc(-c2ccc(Cl)cc2)no1 (stereo not given)	9	18	7	20	9	2.1	5	-4	17
O=C(c1ccccc1)c1coc2ccc(O)c(Cl)c12	9	42	2	-13	13	1.0	7	-5	9
COc1cccc(OC)c1C(=O)Nc1nc(-c2ccccc2)cs1	4	29	5	-2	2	-0.4	-3	0	3
CCc1ccc2[nH]c(=O)c(CN(Cc3ccc4c(c3)OCO4)C(=O)c3ccco3)cc2c1	.	6	.	14	-2	-2.2	-11	-4	-4
C=CCN(CC=C)CCOc1ccc(OC(C)C)cc1	-3	5	-14	2	9	0.7	1	-2	-5
Cc1ccc(NC(=O)Nc2ncccc2C)cc1	0	12	-1	-110	6	4.7	0	-2	4
COCOc1ccc(C=O)cc1OCOC	3	8	1	12	-2	-0.3	-2	-2	-7

One compound at a time, as listed above. Values in the order: CXCR6 block | tim23-1 inh | EBI2 block | Mdm2-MdmX inh | CCR6 antagonist | CHOP UPR activ | UPR XBP1 act | APJ agonist | APJ antagonist
Shown for `C=CCN(CC=C)CCOc1ccc(OC(C)C)cc1` → -3 | 5 | -14 | 2 | 9 | 0.7 | 1 | -2 | -5
Shown for `N#C/C(=C/c1ccccc1)c1nn(CCO)c(N)c1C#N` → -7 | 15 | 8 | 17 | 6 | 2.2 | 2 | 2 | 1
Shown for `Cc1cc(Br)ccc1SCC(=O)OCC(=O)NCc1ccc2c(c1)OCO2` → 11 | 9 | 1 | 3 | -2 | -0.3 | 1 | 0 | 7
Shown for `Cc1ccc(NC(=O)Nc2ncccc2C)cc1` → 0 | 12 | -1 | -110 | 6 | 4.7 | 0 | -2 | 4

Following part:
SMILES	CXCR6 block	tim23-1 inh	EBI2 block	Mdm2-MdmX inh	CCR6 antagonist	CHOP UPR activ	UPR XBP1 act	APJ agonist	APJ antagonist
CC(C)c1nc(C#N)c(NN)o1	19	-6	-1	10	33	0.1	4	-11	42*
COC(=O)c1cn(-c2ccc(F)cc2)c(=O)c2ccccc12	-12	7	-8	8	12	0.2	-5	-2	-1
Cc1ccccc1OCC(=O)OCC(=O)c1ccc(OCc2ccccc2)cc1	-2	3	-7	-24	22	2.3	3	-1	-1
CCN(CC)c1ccc2c(O)cc(=O)oc2c1	-1	19	3	12	-4	-0.8	1	-2	-1
COc1ccc(NC(=O)CSc2nc(C)cc(C)n2)c([N+](=O)[O-])c1	-4	-32	-1	-7	6	-0.7	-1	-2	5
COc1ccccc1C(=O)Nc1cc2c(ccc3ccccc32)oc1=O	.	10	.	22	.	0.8	6	-3	8
O=S1(=O)N=C2CCCCCN2C(c2ccncc2)N1 (stereo not given)	-9	2	0	3	-10	-0.2	-1	-3	-13
COc1ccc(-c2nc3cccc(C)n3c2NCC2CCCO2)cc1O (stereo not given)	0	24	-4	-2	-2	0.0	-3	6	3
C[C@@H]1CN([C@H](C)CO)C(=O)c2cc(NC(=O)Nc3cccc4ccccc34)ccc2O[C@H]1CN(C)Cc1ccc(C(F)(F)F)cc1	-1	6	14	56*	12	4.8	4	-3	-24
COc1ccc(-c2nc(-c3cccs3)c(-c3cccs3)[nH]2)cc1O	-15	74*	-4	24	2	0.3	-2	2	-20
CCCCNc1nc(-c2ccccc2)cc(C(F)(F)F)c1C(N)=O	14	45	-1	-1	23	-0.8	0	-1	14
COc1cccc(OC)c1OCCCCCc1c(C)n[nH]c1C	1	22	5	10	13	0.7	-3	-1	5
COC(=O)C[C@H]1c2ccccc2S(=O)(=O)N1c1cccc(OC)c1	-7	9	-8	-2	5	-0.6	-2	2	-38
O=[N+]([O-])c1cc([N+](=O)[O-])c(Oc2cc(Cl)cc(Cl)c2)cc1NN1CCCCC1	-6	16	8	4	8	-0.5	1	4	6
C=CCNC(=O)CSc1nnc(-c2ccc(S(=O)(=O)N3CCCC3)cc2)n1C	8	7	2	5	9	-1.1	-2	-2	16
O=C(COc1ccccc1Cl)N1CCc2ccccc21	-4	25	-3	-123	10	4.2	0	1	-2
Cc1ccc(/C=N/NC(=O)C(c2ccncc2)N2CCOCC2)cc1 (stereo not given)	-4	10	-4	-17	4	1.1	-1	1	0
Cc1ccc(NC(=O)Nc2ccc(C(=O)N3CCOCC3)cc2)cc1	-5	12	-4	-8	4	1.2	0	-1	12
CC1(C)C(=O)NCCN1C(=O)CC1C(=O)NCCN1CC(c1ccccc1)c1ccccc1 (stereo not given)	4	13	7	-6	-2	1.2	-2	-2	6
O=C(CCN1C(=O)/C(=C\c2ccc(F)cc2)SC1=S)Nc1ccc(O)cc1	7	12	15	-10	6	0.3	-3	9	21
COc1ccc(C2CC(c3cccc(Cl)c3)=NN2c2ccc(S(N)(=O)=O)cc2)cc1 (stereo not given)	3	35	4	68*	18	4.9	1	.	.
O=C(Nc1ccccc1C(=O)N/N=C/c1ccco1)c1ccccc1	-5	24	-12	0	18	6.0	-2	-1	-5
O=C(CCCNS(=O)(=O)c1cccc2nsnc12)NCCc1ccccc1	-12	-1	-6	9	17	-1.1	4	0	16
Cc1cc(C(=O)OCC(=O)NCc2ccco2)c(C)n1-c1ccccc1	-4	-35	-2	25	0	0.4	4	-3	-2
O=C(NNS(=O)(=O)c1ccc(F)cc1)C1CC(c2cccnc2)=NO1 (stereo not given)	-12	-2	5	21	-1	0.4	-2	-1	-17

(listing goes on)
SMILES	CXCR6 block	tim23-1 inh	EBI2 block	Mdm2-MdmX inh	CCR6 antagonist	CHOP UPR activ	UPR XBP1 act	APJ agonist	APJ antagonist
O=C(COC(=O)CNC(=O)c1ccccc1)NCCc1ccccc1	2	7	6	-46	2	1.8	-2	-2	-4
CN(Cc1ccc(F)cc1)C(=O)c1cccc(S(=O)(=O)N2CCN(c3ccc(F)cc3)CC2)c1	-6	12	18	45	16	1.8	-6	0	-35
N#CC1=C(N)Oc2c(ccc3cccnc23)C1c1ccccc1 (stereo not given)	18	25	-1	75*	28	0.0	-2	-1	16
O=C1OCCN1C(=O)[C@H]1[C@H](c2ccc(F)cc2)C(c2ccccc2)=NN1c1ccc(Br)cc1	-3	42	5	12	15	0.5	-4	.	.
Cc1cccc(OCCSc2nnc(-c3ccoc3C)n2C)c1	1	14	-4	17	9	0.7	-2	-4	-1
Cc1ccc(NC(=O)CNC(=O)c2ccc3c(c2)OCO3)nc1	5	5	1	5	-5	-1.0	-5	-1	4
O=C(Nc1ccc2c(c1)OCO2)c1noc2c1CCCC2	-3	9	-1	-126	2	2.9	-2	-2	-14
CC(=O)c1c(C)[nH]c(C(=O)OCC(=O)N2CC(=O)Nc3ccccc32)c1C	-12	9	-7	20	3	-0.9	-1	-2	6
O=C(/C=C/c1ccccc1[N+](=O)[O-])NCCCn1ccnc1	-6	-1	-7	12	2	-1.7	1	-3	-2
S=c1[nH]nc(-c2ccco2)n1/N=C/C=C/c1ccco1	7	2	4	-27	11	0.1	2	2	-2
NC1=NC2(CCCC2)n2c(nc3ccccc32)N1	-5	1	-14	7	-2	-0.6	-1	-3	12
Cc1nn(C)c(C)c1Sc1ccc(Br)cc1	-3	23	0	26	-4	0.5	-1	-2	-8
NC(=O)c1cccc2cc3ccccc3cc12	-14	16	0	-15	2	-0.7	0	-2	-13
Cc1ccc(S(=O)(=O)Nc2ccc(O)c3ncccc23)cc1	-8	26	-20	27	14	-0.9	-1	5	-40
O=C(CSC1=Nc2ccccc2C2CC=NN12)NCc1ccco1 (stereo not given)	11	25	9	33	24	13	9	-8	27
CCOc1ccccc1-c1nnc(SCC(=O)NC2CC3CCC2C3)n1CC (stereo not given)	7	3	4	-6	-13	-3.4	0	-2	9
COC(=O)/C(C#N)=C/c1occc1C	1	4	2	-2	-9	1.5	2	-4	-3
Cc1cccc(NS(=O)(=O)c2cc3c4c(c2)CCC(=O)N4CCC3)c1	-1	-14	-4	28	16	-2.5	-4	-2	-44
COc1cccc(-c2nc(CS(=O)(=O)CC(=O)NCc3ccc4c(c3)OCO4)c(C)o2)c1	5	22	-4	22	-6	0.5	-4	-2	-22
CCOc1ccc(NS(=O)(=O)c2ccc(C)c(C(=O)NCCCn3ccnc3)c2)cc1	-6	6	-9	7	15	-1.6	0	-1	-12
